VP16 counter: counter-screen for ROR gamma inhibitors: Gal4-VP16 reporter | Drosophila S2 Gal4-VP16 UAS-luciferase, luminescence, 20 h | Potency, µM (series often up to 53.6 µM), for inactives: at the top dose activity, negative = inhibition, actives largely listed as inhibitors | 310,000 tested, 3.5% active | AID 2546;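 further: Gal4-VP16 expression switched on by copper sulfate through the metallothionein promoter; potency means the concentration at half of the fitted maximal effect; on the % scale 0 is the no-effect control and ±100 the full control effect; nearly all actives have a fitted effect of over 50% in size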
KCNH2 3.1 block: KCNH2 3.1 (human) potassium channel inhibition; activity change, % (tested at about 1.8 µM); U2OS KCNH2 3.1, thallium flux FluxOr; active compounds read low; AID 720553; 340,000 tested, 0.95% active;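 active means maximum activity change below -70%; inconclusive means maximum activity change from -70% to -50%; inactive means maximum activity change above -50%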;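 further: thallium influx rate constant from kinetic fluorescence after stimulation buffer; on the % scale 0 is the no-effect control and ±100 the full control effect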
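Channel expression came from 3.1 mutant virus (1.77 x 10^8 /mL) applied to suspended U2OS cells for 4 h. Flux was tracked with FluxOr dye plus Red40 quencher, and kinetic rate constants normalized to controls.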
MBNL1-CUG inh: blocks human MBNL1 binding to CUG repeat RNA | Q9NR56 | TR-FRET MBNL1-His/biotin-(CUG)12 binding, 665/545 ratio | Potency, µM (highest dose often 57.5 µM), for inactives: at the highest dose activity change, negative = inhibition, usual class: inhibitors | 280,000 tested, 0.036% active | AID 2675; active means well fitted inhibition curve with a large enough effect in the signal ratio, with a control signal flat, not every such curve was filed as active; inconclusive means small, poorly fitted or top-dose-only effect, or effect the other way, or a change in a side signal; inactive means no such curve, though single readings can be large or run the other way; the % refers to the signal ratio; further: potency means the concentration at half of the fitted maximal effect; on the % scale 0 is the no-effect control and ±100 the full control effect
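His-tagged MBNL1 binding to biotinylated (CUG)12 RNA was measured by TR-FRET using terbium anti-His antibody (0.055 ng/ul final) and streptavidin-XL665 (5 nM final). Compounds were titrated 92 nM to 58 uM; 60 min at room temperature.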
FLuc counter: firefly luciferase modulation, counter-screen for miR-21 project; Potency, µM (doses to about 57.5 µM), for inactives: at the top dose activity change, negative = inhibition, actives largely listed as inhibitors; 360,000 tested, 6.9% active; AID 588342; P08659; purified FLuc, Km substrates, luminescence inhibition;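 further: potency means the concentration at half of the fitted maximal effect; plate controls were vehicle for no effect and reference inhibitor for full effect; nearly all actives have a fitted effect of over 55% in size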
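Biochemical qHTS of compounds, final roughly 60 µM downward over six points, against 10 nM purified firefly luciferase using Km concentrations of substrates (10 uM D-luciferin, 10 uM ATP) in Tris acetate pH 7.5 buffer; luminescence output.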
ELG1 repair inh: inhibitors of ELG1-dependent DNA repair in HEK293T cells; HEK293T ELG1-luciferase reporter, luminescence, 16 h; DNA damage induced by 5-fluorouridine; Potency, µM (titrated, usually from 46.1 µM), for the others: at the top dose activity change, negative = inhibition, usual class: inhibitors; 330,000 tested, 2.3% active; AID 504467; further: potency means the concentration at half of the fitted maximal effect; on the % scale 0 is the no-effect control and ±100 the full control effect; nearly all actives have a fitted effect of over 55% in size
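HEK293T cells expressing luciferase-tagged ELG1 (2,000/well) received 5-Fluorouridine plus compound or DMSO for 16 hr at 37 °C. Luciferase was read by ONE-Glo luminescence after 30 min at room temperature.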
RORgamma inh: ROR gamma (mouse) transcription inhibition. P51450. Drosophila S2 Gal4-RORgamma UAS-luciferase reporter, 20 h. Potency, µM (top dose mostly 53.6 µM), inactives show at the highest dose activity change, negative = inhibition, hits mostly inhibitors. 310,000 tested, 5.4% active; further: potency means the concentration at half of the fitted maximal effect; on the % scale 0 is the no-effect control and ±100 the full control effect; nearly all actives have a fitted effect of over 60% in size
Target sequence (P51450 whole entry, looked up, the tested form may be a part): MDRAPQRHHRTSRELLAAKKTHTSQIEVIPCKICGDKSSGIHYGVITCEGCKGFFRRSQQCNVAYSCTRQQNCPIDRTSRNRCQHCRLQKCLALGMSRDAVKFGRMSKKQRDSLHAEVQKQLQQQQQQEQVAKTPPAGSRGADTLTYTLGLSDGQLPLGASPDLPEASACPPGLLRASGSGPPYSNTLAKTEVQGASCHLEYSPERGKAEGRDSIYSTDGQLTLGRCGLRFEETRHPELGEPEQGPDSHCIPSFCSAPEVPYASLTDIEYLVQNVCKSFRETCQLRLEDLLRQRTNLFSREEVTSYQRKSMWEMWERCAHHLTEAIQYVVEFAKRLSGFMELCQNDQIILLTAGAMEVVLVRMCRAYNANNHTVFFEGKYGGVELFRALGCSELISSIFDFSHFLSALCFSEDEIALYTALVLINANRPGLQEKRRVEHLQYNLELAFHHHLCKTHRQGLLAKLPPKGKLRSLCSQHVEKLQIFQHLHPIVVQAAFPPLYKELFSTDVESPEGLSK
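Stably transfected Drosophila Schneider cells are the test system, with ROR gamma fused to Gal4 and luciferase under UAS control; luminescence is read after 20 hr of 700 uM copper sulfate induction at ambient temperature.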
PKM2 act: PKM2 (human) enzyme activation. purified PKM2, Kinase-Glo ATP luminescence, activation; response scale: 0% is enzyme alone, no compound. Potency, µM (top dose mostly 57.5 µM), for inactives: at the top dose activation, hits mostly activators. 260,000 tested, 0.34% active; further: potency means the concentration at half of the fitted maximal effect; on the % scale 0 is the no-effect control and ±100 the full control effect; nearly all actives have a fitted effect of over 55% in size
Target sequence (P14618 whole entry, looked up): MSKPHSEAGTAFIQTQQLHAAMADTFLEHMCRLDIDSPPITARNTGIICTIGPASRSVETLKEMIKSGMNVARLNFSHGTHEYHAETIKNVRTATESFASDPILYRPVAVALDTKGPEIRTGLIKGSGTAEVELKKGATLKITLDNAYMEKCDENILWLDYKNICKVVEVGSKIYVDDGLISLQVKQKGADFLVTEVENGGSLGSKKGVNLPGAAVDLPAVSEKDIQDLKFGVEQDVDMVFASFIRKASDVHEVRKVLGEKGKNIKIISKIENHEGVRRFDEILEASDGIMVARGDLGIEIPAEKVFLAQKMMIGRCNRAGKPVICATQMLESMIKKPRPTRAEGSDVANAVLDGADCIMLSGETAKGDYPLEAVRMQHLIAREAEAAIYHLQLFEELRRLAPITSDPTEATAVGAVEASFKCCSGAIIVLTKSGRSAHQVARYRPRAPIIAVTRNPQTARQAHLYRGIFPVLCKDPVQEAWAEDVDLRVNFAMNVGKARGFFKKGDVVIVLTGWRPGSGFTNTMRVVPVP
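Kinase-Glo luminescence reports ATP generated from ADP (0.1 mM) and PEP (0.5 mM) by purified hPK-M2 after 1 h at room temperature, pH 7.2 imidazole buffer; intermediate enzyme activity allows detecting inhibitors and activators.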
Mito fusion act: inhibitors of mitochondrial division or activators of mitochondrial fusion | S. cerevisiae fusion-defective mutant growth rescue, CellTiterGlo 48 h | Potency, µM (top dose mostly 46.1 µM), for the others: at the highest dose growth rescue (activation), actives largely listed as activators | 320,000 tested, 0.23% active | AID 485298;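 further: potency means the concentration at half of the fitted maximal effect; % of control where 0% means no effect; nearly all actives have a fitted effect of over 45% in size; temperature-sensitive fusion mutants such as fzo1-1 at 37 °C on non-fermentable ethanol glycerol medium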
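Temperature-sensitive fusion-defective S. cerevisiae (e.g. fzo1-1, mgm1-5) were grown with compound in YPEG medium (3% ethanol, 3% glycerol) for 48 hours at 37C. Growth rescue was measured as viability by CellTiterGlo luminescence after 10 minutes at ambient.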
Menin-MLL TR inh: displaces Texas Red mutant MLL peptide from human menin; O00255; Potency, µM (doses to about 61.6 µM), inactives show at the highest dose FP activity change, negative = inhibition, most hits filed as inhibitors; Menin + Texas Red MLL mutant peptide, fluorescence polarization; 270,000 tested, 0.23% active; active means well fitted inhibition curve with a large enough effect in the polarisation, with a control signal flat, not every such curve was filed as active; inconclusive means small, poorly fitted or top-dose-only effect, or effect the other way, or a change in a side signal; inactive means no such curve, though single readings can be large or run the other way; the % refers to the polarisation; further: potency means the concentration at half of the fitted maximal effect; % of control where 0% means no effect; many of its hits are not listed in these tables
Rab9 promoter act: Rab9 promoter activation; Huh7 Rab9 promoter-luciferase reporter, luminescence, 24 h; Potency, µM (top dose mostly 9.22 µM), for inactives: top-dose activation, negative = inhibition, actives largely listed as activators; 320,000 tested, 2.8% active; AID 485297; further: potency means the concentration at half of the fitted maximal effect; % of control where 0% means no effect; nearly all actives have a fitted effect of over 60% in size
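Cells were plated at 1500 per well in reduced-serum medium with 10% FBS and left 2 h. Compound in DMSO was then added for 24 h at 37 °C. Reporter signal was read by luminescence after 10 min with luciferase detection reagent.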
NPC1 prom act: NPC1 promoter activation; 320,000 tested, 2.4% active; AID 485313; Huh7 NPC1 promoter luciferase reporter, 24 h; Potency, µM (highest dose often 9.22 µM), inactives show at the top dose activation, most hits filed as activators;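 further: potency means the concentration at half of the fitted maximal effect; % of control where 0% means no effect; nearly all actives have a fitted effect of over 60% in size; reporter is driven by a mutant NPC1 promoter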
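Cells: Huh7 expressing luciferase under the NPC1 promoter, 1500/well. Seeded 2 h, compound added, incubated 24 h at 37 °C. Luciferase reagent, 10 min ambient, then luminescence.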
* = called active by the depositor; ? = inconclusive; . = no result given; [ ] = dose if it differs, or a comment. Unless noted, the call rests on the fitted dose curve; in most records, active means well fitted curve in the direction sought with a large enough effect; inconclusive means small, poorly fitted or top-dose-only effect, or another doubt; inactive means no such curve, though single readings can be large; an effect the other way counts as inactive or inconclusive. An excerpt; rates above refer to the full screens.

SMILES | VP16 counter | KCNH2 3.1 block | MBNL1-CUG inh | FLuc counter | ELG1 repair inh | RORgamma inh | PKM2 act | Mito fusion act | Menin-MLL TR inh | Rab9 promoter act | NPC1 prom act
COc1ccc(CCNCC(O)COc2ccc(Cl)cc2)cc1OC (stereo not given) | -6% | ? | -1% | 0% | -4% | -11% | . | -15% | -5% | 4% | -1%
COc1cccc(NC(=O)CSc2ccc3nnc(CCNC(=O)c4ccccc4)n3n2)c1 | -7% | -19 | 11% | -2% | 1% | 31% | 5% | -1% | -2% | 6% | -3%
O=C(CSc1nnc(-c2ccc(F)cc2)c2ccccc12)Nc1c(F)cccc1F | -29% | -13 | 30% | 2% | -11% | ? | 2% | 10% | -21% | 2% | -2%
S=c1[nH]nc(COc2ccc3c(c2)OCO3)n1-c1ccccc1 | 11µM* | 2 | -8% | 1% | 2% | 3.5µM* | -12% | 5% | 32%[activator] | -6% | 0%
COc1ccc(-c2nsc3c(SCC(=O)Nc4cc(C)ccc4C)ncnc23)cc1 | ? | . | -9% | -3% | 14% | -2% | -15% | 7% | -4% | -8% | -6%
COc1ccc(NS(=O)(=O)c2c(F)cc(F)c(Cl)c2F)cc1S(=O)(=O)N1CCCCC1 | 4% | 8 | -2% | 9% | -8% | ? | 5% | -1% | 7% | -1% | -5%
Cc1ccc(OCCC(=O)NNC(=O)c2cc(C)oc2C)cc1 | . | 0 | . | 2% | 18% | . | . | -1% | . | -3% | -3%
CCN1CCc2c(sc(NC(=S)NC(=O)c3ccc(Cl)cc3)c2C(N)=O)C1 | 12% | -10 | . | -13% | 28% | 15% | 1% | 4% | . | -3% | 2%
O=C(c1cc(COc2ccc(F)cc2Cl)on1)N1CCN(C2CCCC2)CC1 | -28% | ? | -6% | 1% | 2% | 13% | 8% | -1% | 3% | 4% | 4%
O=C(CSc1nc2ccccc2o1)Nc1ccccc1N1CCCCCC1 | -9% | -2 | -7% | -3% | 3% | -27% | 7% | 0% | -46% | -2% | -8%
CN(C)S(=O)(=O)N1CCc2ccc(NC(=O)c3ccccc3Cl)cc2C1 | -1% | -1 | 0% | 11µM* | 13% | 34% | 0% | 2% | 10% | 17% | 15%
O=C(CSc1nc2c(cnn2-c2ccc(F)cc2)c(=O)[nH]1)N1CCCCC1 | 0% | 0 | ? | 2% | -12% | -9% | -20% | 3% | 1% | -3% | -2%
Cc1ccc(C(=O)Nc2ccccc2C(=O)NCc2ccccc2)cc1 | -5% | -5 | 8% | 1% | -3% | 32% | -16% | 28% | ? | -6% | -4%
COc1ccc(C(=O)NCC(=O)N/N=C(\C)Cc2ccccc2)cc1 | ? | -8 | -9% | -2% | 16% | -2% | . | -16% | . | 0% | -5%
CCCNc1nc(N2CCOCC2)nc(N2CCOCC2)n1 | 3% | -1 | -5% | 3% | -1% | -18% | 0% | -5% | -14% | 0% | -1%
COc1ccc(C2=NOC3(CC(=O)N(c4ccc(Cl)cc4)C3=O)C2)c(OC)c1 (stereo not given) | -3% | 1 | -1% | -1% | -7% | -2% | 0% | -1% | -1% | 1% | 2%
COc1ccc(CC(=O)NC(C)c2nnc(SCC(=O)Nc3ccccc3)n2C)cc1 (stereo not given) | 2% | -19 | 1% | -2% | 2% | -2% | 1% | 6% | 2% | -17% | -6%
CCOC(=O)CCNC(=O)CCNC(=O)C(c1ccccc1)c1ccccc1 | -8% | 0 | 3% | 3% | 6% | 10% | -5% | -3% | . | -13% | 1%
COc1cccc(-n2c(SCC(=O)NCC3CCCO3)nc3c(c2=O)SCC3)c1 (stereo not given) | -2% | 25 | 16% | 5% | 4% | -28% | -6% | 0% | . | -4% | -5%
O=S(=O)(c1cc(F)ccc1F)N1CCN2CCCC2C1 (stereo not given) | -1% | 27 | -7% | 1% | 5% | 6% | 1% | 0% | 16% | -4% | 1%

Part of the list above in another layout:
Screens in order – VP16 counter, KCNH2 3.1 block, MBNL1-CUG inh, FLuc counter, ELG1 repair inh, RORgamma inh, PKM2 act, Mito fusion act, Menin-MLL TR inh, Rab9 promoter act, NPC1 prom act
- O=C(CSc1nc2c(cnn2-c2ccc(F)cc2)c(=O)[nH]1)N1CCCCC1
 : 0%, 0, ?, 2%, -12%, -9%, -20%, 3%, 1%, -3%, -2%
- Cc1ccc(C(=O)Nc2ccccc2C(=O)NCc2ccccc2)cc1
 : -5%, -5, 8%, 1%, -3%, 32%, -16%, 28%, ?, -6%, -4%
- COc1ccc(C(=O)NCC(=O)N/N=C(\C)Cc2ccccc2)cc1
 : ?, -8, -9%, -2%, 16%, -2%, ., -16%, ., 0%, -5%

Further records follow.
SMILES | VP16 counter | KCNH2 3.1 block | MBNL1-CUG inh | FLuc counter | ELG1 repair inh | RORgamma inh | PKM2 act | Mito fusion act | Menin-MLL TR inh | Rab9 promoter act | NPC1 prom act
CCn1c(=N)c(S(=O)(=O)c2ccc(C)cc2)cc2c(=O)n3ccccc3nc21 | -5% | . | 28% | 3% | -2% | -10% | 3% | 3% | 13% | -5% | -5%
O=C(NCc1cccnc1)c1cccs1 | 2% | 0 | 11% | 1% | 9% | -6% | 0% | -6% | 7% | 0% | -4%
CCc1ccc2oc(-c3ccc(NC(C)=O)cc3)nc2c1 | . | -2 | 14% | 1.9µM* | ? | . | -4% | -14% | 14% | 0.63µM* | ?
CN(C(=O)COC(=O)CCc1nc2ccccc2c(=O)[nH]1)C1CCS(=O)(=O)C1 (stereo not given) | 4% | -3 | -7% | -1% | -2% | 22% | -2% | -2% | 10% | 4% | -5%
CC(=O)c1cccc(S(=O)(=O)N2CCCC(c3nc4c(nnn4Cc4ccc(C)cc4)c(=O)[nH]3)C2)c1 (stereo not given) | -15% | 1 | -2% | 1% | ? | 14% | -1% | -1% | 23% | -1% | 2%
COc1ccc(CN2CNc3c(c(=O)n(C)c(=O)n3C)C2)cc1 | -3% | 11 | -6% | 0% | 10% | 2% | -9% | -2% | -2% | 4% | -1%
Cc1cccc(N2CCN(C(=O)c3ccc(Cl)c(NC4=NC5CS(=O)(=O)CC5S4)c3)CC2C)c1 (stereo not given) | 3% | 22 | -6% | 3% | -20% | 1% | . | 1% | . | -3% | -3%
CC(C)Oc1ccc(C(=O)Nc2ccc(N3CCN(C(=O)c4ccco4)CC3)cc2)cc1 | 21% | -2 | -14% | 0% | -5% | ? | -1% | -5% | 11% | -6% | -3%
CSCC[C@H](NC(=O)N1CCn2c1nc1ccccc12)C(=O)N[C@H](Cc1ccccc1)C(=O)O | 0% | -3 | 4% | -1% | 10% | -27% | -3% | -1% | -7% | 0% | 0%
COc1cc2oc(=O)cc(C)c2c(OC)c1OC | 1% | 7 | -6% | 1% | -2% | 8% | 3% | 0% | 0% | -8% | -3%
CCOc1ccc(C(=O)OCC(=O)N(Cc2ccccc2)Cc2ccccc2)cc1OC | . | -2 | . | 2% | ? | . | . | 8% | . | -5% | 0%
COc1ccc(CC(=O)O/N=C(\N)c2ccccc2)cc1OC | -1% | 5 | -3% | -18% | -11% | -27% | . | -14% | -1% | 0% | -3%
COC(=O)c1ccc(CSc2nnc3nc(C)cc(C)n23)cc1 | -1% | 2 | 0% | -5% | -20% | 28% | -1% | 0% | -9% | 1% | -6%
O=C(NCc1ccco1)Nc1cccs1 | -2% | 0 | -22% | -3% | 3% | -15% | 25% | -1% | ? | 0% | -5%
COc1ccc(Nc2ccc(N3C(=O)CC(C)C3=O)cc2[N+](=O)[O-])cc1OC (stereo not given) | -4% | 20 | ? | 4% | 6% | 0% | 0% | -4% | 12% | -9% | -1%
